HT1080 cytotoxicity = cytotoxicity in HT1080 fibrosarcoma cells, cell-based, fluorescence readout (AID 620); HT1080 viability, fluorescence; higher % means a stronger effect; cytotoxicity, % at 10 µM; hits with a dose series show EC50 in µM; 0.42% of 87,000 active; in the data active = cytotoxicity above about 50%;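 note: cells exposed to compound overnight then 4 h with Alamar Blue; 0% = vehicle DMSO and 100% = killing control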
* marks the source's active call; other numbers are inactive results. Not all compounds are listed, so the mix of outcomes need not match the whole.

SMILES	HT1080 cytotoxicity
Cc1cc(NC(=O)CSc2nnc(-c3ccc(Br)o3)n2Cc2ccccc2)no1	22%
Clc1cccc(-c2ccc(/C=N/n3cnnc3)o2)c1Cl	-2%
Cc1nn(CC(=O)Nc2ccc3c(c2)nc(CCN2CCCCC2)n3C)c(=O)c2ccccc12	-5%
CCc1ccc(N(C)S(=O)(=O)c2ccc3[nH]cc(C(=O)NCCN4CCOCC4)c(=O)c3c2)cc1	1%
Cc1ncc(S(=O)(=O)c2ccccc2)c(-c2ccccc2)n1	-2%
CCOc1ccc(CN(C(=O)c2oc3cc(C)ccc3c2C)C2CCS(=O)(=O)C2)cc1 (configuration not stated)	-6%
C=CCn1c(NCc2c[nH]c3ccccc23)nc2ccccc21	1%
Cc1cc(OCc2ccc(C(=O)n3cccn3)o2)ccc1Cl	10%
COc1cccc(CN2C(=O)Nc3ccccc3C(=O)N2C(C)(C)C)c1	-7%
CC(=O)N1CCN(C(=O)CSc2nc3c(cnn3-c3ccccc3)c(=O)[nH]2)CC1	8%
CCCN(CC1CC1)C(=O)COC(=O)c1[nH]c(C)c(C(=O)OCC)c1C	-13%
O=C(NNC(=O)c1ccccc1[N+](=O)[O-])c1cnccn1	6%
COCc1[nH][nH]c(=O)c1C=Nc1ccc(F)cc1F	-2%
COC(=O)c1ccc(C(NC(=O)OCc2ccccc2)/C(=C/[C@@H](C)C(=O)Nc2ccc(OC)cc2)c2cccnc2)cc1 (some centres not stated)	-18%
Cc1ccc(NC(=O)c2ccnc(C(C)(C)C)c2)cc1	18%
O=C1/C(=C/c2cccc3ccccc23)CCCc2ccccc21	-7%
OCCN1CCN(CC(O)COc2ccc(Cl)cc2)CC1 (configuration not stated)	-4%
CCCn1c(N)c(C(=O)CSc2nc(C)cs2)c(=O)[nH]c1=O	-2%
O=C1[C@@H]2[C@H](C(=O)N1Cc1cccnc1)[C@H]1C=C[C@@H]2C1	-13%
CC(O)Cn1c(=O)c2c(nc(Br)n2Cc2ccccc2)n(C)c1=O (configuration not stated)	-1%
CCOCN(C(=O)Cn1c(COC)nc2ccccc21)c1c(C)cccc1CC	-15%
COc1ccc(S(=O)(=O)N(CCc2ccccc2)CC(=O)O)cc1C	-4%
c1ccc2c(c1)ncn2CCN1CCCCC1	-5%
CC(C)C(c1nnnn1Cc1ccco1)N1CCC(C(N)=O)CC1 (configuration not stated)	3%
CCCCc1nnc(NC(=O)CS(=O)(=O)Cc2ccccc2)s1	-17%
Cc1ccc(C(=O)/C=C2\NCCNC2=O)cc1	-6%
CCOc1nc(NC(C)C)nc(NC(C)C)n1	-12%
O=C(CSc1ccccc1C(=O)O)NC1CCCCCCC1	3%
COC(=O)[C@H](Cc1ccccc1)NC(=O)NCCC1=CCCCC1	-8%
CCC(C)NS(=O)(=O)c1ccc(S(=O)(=O)N(CC(=O)Nc2ccccc2)CC2CCCO2)cc1 (configuration not stated)	6%

Taken from above.
Reading of `COC(=O)[C@H](Cc1ccccc1)NC(=O)NCCC1=CCCCC1` under HT1080 cytotoxicity: -8%
Reading of `CCOCN(C(=O)Cn1c(COC)nc2ccccc21)c1c(C)cccc1CC` under HT1080 cytotoxicity: -15%
Reading of `Cc1ccc(C(=O)/C=C2\NCCNC2=O)cc1` under HT1080 cytotoxicity: -6%

Later entries.
SMILES	HT1080 cytotoxicity
CCN(CC)c1ccc(NC(=O)c2cccc(F)c2)c(C)c1	21%
CC(=O)c1cnc2c(-c3ccc(Cl)cc3)c(C)nn2c1C	-1%
CC1(c2ccccc2)CC2CC(c3ccccc3)N1O2 (configuration not stated)	14%
CC1CCN(C(=O)C2CCN(S(=O)(=O)c3cccnc3)CC2)CC1	-4%
Cc1cccnc1Nc1nc(-c2ccc(O)c(O)c2)cs1	9%
O=C(NC1CCCC1)C(c1ccccc1)N(Cc1ccco1)C(=O)Cc1cccs1 (configuration not stated)	-4%
COCC(=O)Nc1nnc(COc2ccc(Cl)cc2)s1	-14%
c1ccc(Oc2cccc(OCCCCSc3ncccn3)c2)cc1	-13%
Cc1nnc(SCc2ccc(C(=O)O)cc2)s1	-7%
O=C(c1cccc(S(=O)(=O)N2CCOCC2)c1)N(CCO)Cc1ccccc1	-1%

Part of the list above, in CSV form.
smiles,HT1080 cytotoxicity
CC(=O)c1cnc2c(-c3ccc(Cl)cc3)c(C)nn2c1C,-1%
c1ccc(Oc2cccc(OCCCCSc3ncccn3)c2)cc1,-13%
CCN(CC)c1ccc(NC(=O)c2cccc(F)c2)c(C)c1,21%

The results go on:
SMILES	HT1080 cytotoxicity
COc1ccccc1CNC(=O)CSc1nc(N)c(C#N)c(-c2cccs2)c1C#N	5%
CN(C(=O)c1cccc(Nc2ccc(-c3ccc4c(c3)OCCO4)nn2)c1)C1CCCCC1	-6%
Cc1cc(NC(c2ccc(Cl)cc2)c2ccc3cccnc3c2O)no1 (configuration not stated)	38%
N#Cc1c(SCc2ccccc2)sc(C(=O)c2ccccc2)c1N	-3%
c1csc(C(c2nnnn2C2CCCCC2)N2CCN(c3nc4ccccc4s3)CC2)c1 (configuration not stated)	0%
CCOC(=O)Cn1c(=N)n(CCOc2ccc(OC)cc2)c2ccccc21	-16%
O=C(CSCc1ccccc1)N1CCc2ccccc21	-7%
Cc1cccc(N2CCN(C(=O)CCCSc3nc4ccccc4[nH]3)CC2)c1C	-16%
CCCNS(=O)(=O)c1ccc(OCC(=O)NCCC2=CCCCC2)cc1	-6%
COc1ccc(-c2nc(C#N)c(NCCCn3ccnc3)o2)cc1OC	12%
COc1ccc(-c2cnc3nc[nH]c(=O)c3n2)cc1	-12%
O=C(CCc1ccccc1)Nc1c(F)cccc1F	-19%
CCc1nnc(NC(=O)CSc2nnc(-c3cccnc3)n2CC)s1	-2%
O=C(C1CCCN(S(=O)(=O)c2cccc3nonc23)C1)N1CCN(c2ccccc2)CC1 (configuration not stated)	6%
Cc1noc(NS(=O)(=O)c2ccc(NC(=O)CCCOc3ccc(Cl)cc3Cl)cc2)c1C	-2%
Oc1ccc2ccc3cccc[n+]3c2c1	-1%
Cc1c(CCC(C)C)c(=O)n2c([nH]c3ccccc32)c1C#N	-2%
COc1cccc(NC(=O)C(NC2CCCC2)c2ccccc2)c1 (configuration not stated)	4%
Cc1ccc(C)c(N(C(=O)CS(=O)CC(=O)Nc2ccc3c(c2)OCO3)C(C)C(=O)NC2CCCC2)c1 (configuration not stated)	-5%
COc1ccccc1N1C(=O)c2ccccc2NC1C(OC)OC (configuration not stated)	-3%
O=C(Nc1ccccc1-c1nnn(CC(=O)N2CCCc3ccccc32)n1)c1cccc(Cl)c1	-9%
CCOC(=O)c1c(NC(=O)CSc2nnc(C)s2)sc2c1CCCCC2	-14%
O=C(Nc1ccccc1C(=O)O)c1cncc(Br)c1	6%
CCOc1cc(C(=O)OCC(=O)c2c(N)n(C)c(=O)n(C)c2=O)cc(OCC)c1OCC	-15%
O=C1NC2=C(CCc3ccccc32)C(c2ccc(Br)cc2)N1 (configuration not stated)	-2%
O=C(NCc1ccco1)c1cc(-c2ccccc2)nc2ccccc12	-3%
CCCCC1(CCCC)NC(=S)N(Nc2ccc(C)cc2)C1=O	1%
CC(=O)O[C@H]1CC[C@@]2(C)C(CCC3C2CC[C@]2(C)OC(=O)CCC32)C1 (some centres not stated)	9%
CC(C)Oc1ccc(Cn2c(=O)sc3ccccc32)cc1	-12%
COc1ccc(C2NC(=O)c3ccccc3O2)cc1OC (configuration not stated)	-3%
CCOC(=O)c1c(C)[nH]c(C(=O)COC(=O)C2(C)CC2(Cl)Cl)c1C (configuration not stated)	16%
O=C1C2C3C=CC(CC3)C2C(=O)N1c1ccc2c(c1)OCO2 (configuration not stated)	-3%
O=C(O)CCc1ccc(-c2ccc(Cl)cc2)o1	-2%
COC(=O)C1=C(N)c2ccccc2C1(C#N)c1ccccc1 (configuration not stated)	-5%
O=C(Nc1nnc(SCc2ccccc2)s1)c1cc2c(s1)CCCC2	-5%
NC(=O)c1ncc(C(F)(F)F)cc1Oc1cccc(C(F)(F)F)c1	2%
COC(=O)[C@@]1(Cc2ccc(OC)cc2)[C@@H]2C(=CC(=O)[C@H]2CC(=O)C(=O)N2CCCC2)CN1C(=O)c1ccccc1	-2%
O=C(CSc1nnc(-c2cccs2)n1Cc1ccccc1)N1CCc2ccccc2C1	-13%
O=C(CSc1nc2ccccc2c(=O)n1NC(=O)Cc1ccccc1)NCCc1ccccc1	-6%
Cc1ccc2oc(=O)c3c4cc(O)c(O)cc4oc3c2c1	12%
O=C(Nc1ccc2c(c1)OCO2)C1CC(c2ccc(Cl)cc2)=NO1 (configuration not stated)	-18%
Cc1ccc(C(=O)Nc2cc(=O)n(C)c(=O)n2C)o1	4%
COC(=O)c1ccc(C(/C=C/[C@@H](C)C(=O)N(C)Cc2ccccc2)NC(=O)OCc2ccccc2)cc1 (some centres not stated)	-13%
Cn1c(N)c(C(=O)COC(=O)c2cc(-c3ccco3)nc3ccccc23)c(=O)n(C)c1=O	8%
Cc1ccccc1NC(=O)CCN1C(=O)CSC1=O	9%
CCOC(=O)c1c(C)[nH]c(C(=O)OCC(=O)Nc2cc(Cl)ccc2OC)c1C	1%
CCOc1ccc(N2C(=O)CC(SC(=NC)Nc3ccc(F)cc3)C2=O)cc1 (configuration not stated)	10%
CCOC(=O)c1c(Nc2ccc(Cl)cc2)sc(/C=C2\C=Nc3ccccc32)c1O	-2%
CCN1CC=C2C(C#N)=C(N)C(C#N)(C#N)[C@H](c3ccoc3)[C@H]2C1	-2%
COC(=O)c1ccc(NC(=O)CSc2nnc(C(C)NC(=O)c3ccccc3Cl)n2C)cc1 (configuration not stated)	-2%

(continued)
SMILES	HT1080 cytotoxicity
COC(=O)c1c2c(nc3ccccc13)CCC2	-4%
O=[N+]([O-])c1ccc(S(=O)(=O)N2CCN(Cc3c[nH]c4ccccc34)CC2)cc1	-3%
CCC(C)(C)C1CCC2(CC1)NC(CO)(CO)CO2 (configuration not stated)	-6%
CCOC(=O)CN(C(=O)CSc1nnc(C)n1-c1ccccc1)c1cccc([N+](=O)[O-])c1	9%
O=C1CCCc2oc3ccc(O)cc3c21	7%
Cc1ccc(/C(O)=C2/C(=O)C(=O)N(CCCn3ccnc3)C2c2ccccn2)cc1 (configuration not stated)	-9%
O=C(c1cccc(S(=O)(=O)N2CCOCC2)c1)N1CCN(c2ccc(F)cc2)CC1	-6%
Cc1ccccc1NC(=O)C1c2cccc[n+]2CC(=O)N1c1c(C)cccc1C (configuration not stated)	15%
O=C(NC1CCN(Cc2ccccc2)CC1)C12CC3CC(CC(C3)C1)C2	-11%
CCOc1nc(C)ccc1-c1noc(CC)n1	-1%

Rewritten with each value named: entries from further up.
O=C1CCCc2oc3ccc(O)cc3c21
  HT1080 cytotoxicity = 7%

Cc1ccc(/C(O)=C2/C(=O)C(=O)N(CCCn3ccnc3)C2c2ccccn2)cc1 (configuration not stated)
  HT1080 cytotoxicity = -9%

O=C(c1cccc(S(=O)(=O)N2CCOCC2)c1)N1CCN(c2ccc(F)cc2)CC1
  HT1080 cytotoxicity = -6%

Cc1ccccc1NC(=O)C1c2cccc[n+]2CC(=O)N1c1c(C)cccc1C (configuration not stated)
  HT1080 cytotoxicity = 15%

Carrying on:
SMILES	HT1080 cytotoxicity
CCOC(=O)c1nnc(-c2ccccc2)nc1Sc1ccccc1Cl	2%
CC(=O)Oc1ccc(Cn2cnc3cc4ccccc4cc32)cc1	-8%
Cc1ccc(-n2c(-c3c(-c4ccccc4)noc3C)n[nH]c2=S)cc1	-2%
CCOC(=O)CCC(=O)N1CCOCCOCCN(C(=O)CCC(=O)OCC)CCOCCOCC1	-1%
O=C(Nc1ccc(Cl)cc1)OCc1cncs1	-10%
O=C(CCl)Nc1cc(-c2ccccc2)nn1-c1ccccc1	54%*
Cc1nnc(SCC(=O)NC(=O)NC2CCCC2)n1N	-9%
O=C1c2ccccc2-c2onc3c(Oc4ccccc4)cc(O)c1c23	-17%
Cc1nc(-c2cccc(S(=O)(=O)N3CCC(C)CC3)c2)cs1	15%
Cc1ccc(CCNC(=O)C2CCCN(C(=O)N(C)C)C2)cc1 (configuration not stated)	-1%
Oc1ccc2ccccc2c1CN1CCN(c2ccccc2)CC1	-4%
CCCNS(=O)(=O)c1ccc(NC(=O)Cc2cccs2)cc1	-5%
CN(C)[C@H]1N(C(=O)c2ccc(Br)cc2)N=C2c3ccccc3S(=O)(=O)N21	-10%
Cc1ccc(N=c2ssnc2Cl)cc1	-8%
N#Cc1cnn(-c2ncnc3sc(-c4ccccc4)cc23)c1N	0%
COc1ccc(OC)c(S(=O)(=O)n2nc(C)cc2C)c1	15%
Cc1ccc(Nc2nc3c(c(=O)[nH]c(=O)n3C)n2Cc2ccc(F)cc2)cc1	-4%
COC(=O)c1cccc(NC(=O)c2ccco2)c1	2%
CCCc1cc(=O)oc2c(CN3CCOCC3)c(O)ccc12	-4%
CS(=O)(=O)N1CCN(c2ccc(NC(=O)C(c3ccccc3)c3ccccc3)cc2)CC1	9%
CCCn1c(Nc2ccccc2C)nc2ccccc21	-1%
Cc1cc(S(=O)(=O)Nc2c(C)ccc3nsnc23)ccc1F	25%
COC(=O)[C@@]1(Cc2ccc(F)cc2)[C@H]2c3cc(C(=O)N(C)C)n(Cc4ccc(C)c(F)c4F)c3C[C@H]2CN1C(=O)c1ccccc1	1%
Cc1cc(C(F)F)nn1CC(=O)NCc1ccccc1F	-8%
Cc1cc(C)c2c3c(sc2n1)C(=O)N(Cc1ccccc1)CC(=O)N3	0%
COc1cccc(C2NC(=O)c3sc(=S)n(-c4ccccc4)c3N2)c1 (configuration not stated)	3%
Cc1cc(NC(=O)CSc2nnc(-c3cccs3)n2N)no1	1%
COc1cc2[nH]c(=O)n(Cc3ccccc3Cl)c(=O)c2cc1OC	10%
O=C(Nc1ccc(Cl)cc1)c1cc2nc(C3CC3)cc(C(F)(F)F)n2n1	-5%
CCOC(=O)C(O)(CC(=O)Nc1cc(F)ccc1C)C(F)(F)F (configuration not stated)	-3%
Cc1cc(C)cc(NC(=O)CCC(=O)Nc2cc(C)on2)c1	14%
CCC1Oc2ccc(C)cc2N(CC(=O)N(Cc2cccnc2)Cc2cccc(F)c2)C1=O (configuration not stated)	9%

Compound activity as filed in PubChem.
